HT1080 IDH1KD tx: toxicity to HT-1080 IDH1 knockdown cells (counter line); actives 2% (n = 360,000); Potency, µM (titrated, usually from 46.1 µM), inactives show top-dose activity, negative = toxicity, usual class: cytotoxic; HT-1080 IDH1 knockdown viability, ATP luminescence, 48 h; AID 686971;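 further: potency means the concentration at half of the fitted maximal effect; 0% = DMSO wells and -100% = cell-free medium wells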
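In this qHTS, HT-1080 cells depleted of IDH1 are exposed for 48 h at 37 °C to compound titrations. Toxicity is scored from CellTiter-Glo luminescence, with DMSO as full viability and medium alone as none.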
D3 ag: agonists of human D3 dopamine receptor. P35462. D3R DiscoveRx beta-arrestin cells, luminescence, 90 min. max activation, %. actives 0.58% (n = 410,000). AID 652048; in the data active means max activation above about 30%; further: 0% is about no effect; mostly tested at two doses, the higher about 12 µM
Target sequence (P35462 whole entry, looked up): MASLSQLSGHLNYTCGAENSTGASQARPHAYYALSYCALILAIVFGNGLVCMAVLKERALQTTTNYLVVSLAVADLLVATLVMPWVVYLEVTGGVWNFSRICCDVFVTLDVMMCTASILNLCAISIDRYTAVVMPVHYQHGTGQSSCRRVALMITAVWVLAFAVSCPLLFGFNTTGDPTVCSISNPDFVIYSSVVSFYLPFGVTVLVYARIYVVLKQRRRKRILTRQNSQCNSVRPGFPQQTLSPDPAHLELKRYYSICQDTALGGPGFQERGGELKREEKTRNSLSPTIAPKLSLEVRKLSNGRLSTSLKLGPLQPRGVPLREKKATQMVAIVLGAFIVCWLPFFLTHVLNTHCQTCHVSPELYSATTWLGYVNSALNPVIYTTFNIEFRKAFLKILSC
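Agonist mode: compounds and dopamine controls were applied to plated cells for 90 min at 37 degrees C after an overnight attachment at 1500 cells/well. Luminescent read-out followed 30 - 60 minutes at room temperature with DiscoveRx detection reagent.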
D3 antag: blocks the human D3 dopamine receptor. P35462. D3R cells, DiscoveRx beta-arrestin luminescence, antagonist mode; hits give low values. max response, negative = inhibition, %. actives 2.5% (n = 360,000); in the data active means max response below about -50%; inconclusive means no clear call, values can overlap the other calls; further: on the % scale 0 is the no-effect control and ±100 the full control effect; mostly tested at two doses, the higher about 12 µM
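Cells plated overnight at 1500 cells/well, then exposed to library compounds with dopamine controls for 90 minutes at 37 degrees C. DiscoveRx reagent added for 30–60 minutes at room temperature; luminescence read, quantitative HTS format.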
SW480 rereplic: inducers of DNA re-replication in SW480 colon cancer cells. SW480 DNA re-replication, Hoechst DNA content imaging, 48 h. Potency, µM (series often up to 46.1 µM), for the others: top-dose re-replication activation, actives largely listed as activators. actives 1.8% (n = 340,000). AID 624297; further: potency means the concentration at half of the fitted maximal effect; % of control where 0% means no effect; nearly all actives have a fitted effect of over 55% in size
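DNA re-replication was detected as more nuclei of elevated Hoechst intensity after 48 hr exposure to compound (23 nL pinned per well of 250 cells).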
KB-V1 cytotox: KB-V1 MDR subline cytotoxicity | KB-V1 MDR cells viability, CellTiter-Glo, 72 h | actives 3.4% (n = 400,000) | Potency, µM (series often up to 46.1 µM), without a hit: at the top dose activity change, negative = cytotoxicity, hits mostly cytotoxic; further: potency means the concentration at half of the fitted maximal effect; on the % scale 0 is the no-effect control and ±100 the full control effect; nearly all actives have a fitted effect of over 60% in size
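KB-V1, DMEM (no phenol red) + 10% FBS; cpd pin-transferred, titration series; 72 h, 37 degrees C; CellTiter-Glo, luminescence. Data normalized, curve-fit.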
KB-3-1 cytotox: kills parental KB-3-1 adenocarcinoma cells; KB-3-1 viability, CellTiter-Glo ATP luminescence, 72 h; Potency, µM (titrated, usually from 46.1 µM), for the others: at the top dose activity change, negative = cytotoxic, usual class: cytotoxic; actives 1.4% (n = 400,000); AID 1347075; further: potency means the concentration at half of the fitted maximal effect; on the % scale 0 is the no-effect control and ±100 the full control effect; nearly all actives have a fitted effect of over 60% in size
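72 h, 37 °C compound treatment of KB-3-1 parental cells; CellTiter-Glo added, 10 min, luminescence read. Data corrected against DMSO-only plates and normalized before curve fitting.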
IL1B secr inh: inflammasome signaling inhibition, IL-1 beta readout; THP-1 LPS/ATP IL-1B secretion, AlphaLISA, 16 h; hits give low values; activity change, % at 57.5 µM; actives 4.7% (n = 360,000); AID 743279; in the data active means activity change below about -50%; inconclusive means mostly about -30% to -49%; further: on the % scale 0 is the no-effect control and ±100 the full control effect
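THP-1 cells pretreated 1 hr with compounds (up to 57.5 uM final), then stimulated with LPS (250 ng/mL final) plus ATP (1.25 mM final); secreted IL-1B measured by AlphaLISA after 16 hr, decreased signal indicating inhibition.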
GLP1R ag: GLP-1 receptor (human) agonism. actives 0.007% (n = 380,000). AID 624172. P43220. Potency, µM (highest dose often 45.6 µM), without a hit: at the highest dose activation, actives largely listed as activators. HEK293 GLP-1R CRE-luciferase, luminescence, 4-6 h; cells express a hypersensitive GLP-1R form; further: potency means the concentration at half of the fitted maximal effect; % of control where 0% means no effect
Target sequence (P43220 whole entry, looked up): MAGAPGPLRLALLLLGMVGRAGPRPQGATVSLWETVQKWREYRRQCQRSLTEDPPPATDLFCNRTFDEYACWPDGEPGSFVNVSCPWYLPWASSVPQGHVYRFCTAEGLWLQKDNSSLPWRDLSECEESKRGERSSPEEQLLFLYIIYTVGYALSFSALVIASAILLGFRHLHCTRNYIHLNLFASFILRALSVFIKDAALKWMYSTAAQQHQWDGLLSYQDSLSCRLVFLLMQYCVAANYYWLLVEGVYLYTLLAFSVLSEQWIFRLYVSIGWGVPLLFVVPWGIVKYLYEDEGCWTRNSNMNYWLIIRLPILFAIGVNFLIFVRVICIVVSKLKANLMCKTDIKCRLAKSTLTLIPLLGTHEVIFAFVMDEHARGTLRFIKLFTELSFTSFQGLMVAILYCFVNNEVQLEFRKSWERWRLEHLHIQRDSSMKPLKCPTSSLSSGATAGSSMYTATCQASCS
HT1080NT lethal: kills 2HG-producing HT-1080-NT fibrosarcoma cells; actives 1.6% (n = 360,000); Potency, µM (top dose mostly 46.1 µM), inactives show at the top dose activity, negative = less viability, hits mostly cytotoxic; HT-1080-NT fibrosarcoma viability, CellTiter-Glo ATP luminescence, 48 h;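 further: NT is the 2HG producing partner of a matched IDH1 knockdown line; potency means the concentration at half of the fitted maximal effect; 0% = DMSO-treated cells and -100% = media-only wells without cells; nearly all actives have a fitted effect of over 55% in size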
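Toxicity toward the 2HG-producing NT line was scored as %Activity, normalised to DMSO and no-cell wells, from CellTiter-Glo luminescence after 48 hours' treatment.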
Starred values were filed as active, the others as inactive; ? = inconclusive; · = no result given; [ ] = another dose, or the depositor's remark. Unless noted, the call rests on the fitted dose curve; in most records, active means well fitted curve in the direction sought with a large enough effect; inconclusive means small, poorly fitted or top-dose-only effect, or another doubt; inactive means no such curve, though single readings can be large; an effect the other way counts as inactive or inconclusive.

Value order: HT1080 IDH1KD tx	D3 ag	D3 antag	SW480 rereplic	KB-V1 cytotox	KB-3-1 cytotox	IL1B secr inh	GLP1R ag	HT1080NT lethal
1: COc1ccc(C2C3(C#N)C(N)=NC(OC)(OC)C23C#N)cc1 (configuration not stated)
 : -11%	1	9	3%	-28%	?	-92*	0%	-1%
2: OCCn1c(SCCOc2ccccc2)nc2ccccc21
 : 5%	5	7	-2%	-6%	9%	-6	3%	-2%
3: CCCn1c(N)c(N(CCOC)C(=O)c2ccc(F)cc2F)c(=O)[nH]c1=O
 : 11%	-12	-14	-12%	-14%	-2%	14	3%	18%
4: COC(=O)[C@@]1(Cc2ccc(F)cc2)[C@H]2c3cc(C(=O)N(C)C)n(Cc4cc(C)n(C)n4)c3C[C@H]2CN1C(=O)c1ccccc1
 : -8%	-7	9	·	?	2%	-12	-1%	-18%
5: Cn1c(=O)c2c(nc(Oc3ccc4c(c3)OCO4)n2Cc2ccc(F)cc2)n(C)c1=O
 : 9%	-2	17	-17%	-26%	-5%	9	-9%	2%
6: COc1ccccc1NS(=O)(=O)c1ccc(Cl)c(NC(=O)C(C)N2C(=O)c3ccccc3C2=O)c1 (configuration not stated)
 : 10%	8	11	-7%	8%	9%	24	-9%	17%
7: CC1=CC2=NC(=O)/C(=C/c3coc4ccc(Cl)cc4c3=O)C(=N)N2O1
 : -25%	7	21	-5%	-12%	7%	·	10%	-17%
8: COc1cccc(NC(=O)COc2ccc(N3CC(C(=O)NCC(C)C)CC3=O)cc2)c1 (configuration not stated)
 : 9%	0	-20	-6%	11%	11%	-3	-2%	-1%
9: O=C1OC(/C=C/c2ccc(Cl)cc2)=NC/1=C/c1ccco1
 : 7%	3	17	-1%	0%	4%	14	-16%	2%
10: CC(C)C(NCc1c(Cl)cccc1Cl)C(=O)O (configuration not stated)
 : 7%	-18	-2	-15%	3%	2%	8	0%	9%
11: O=C(/C=C/c1ccccc1Cl)N(Cc1ccc(Cl)cc1)C1CCS(=O)(=O)C1 (configuration not stated)
 : ?	8	4	-4%	?	-5%	-57*	12%	-26%
12: COc1ccccc1-c1ccc(SCc2ccc(F)cc2)nn1
 : -4%	2	-17	1%	-5%	-1%	?	-1%	-1%
13: Cc1cc(=O)oc2cc(OC(C)C(=O)NCCCn3ccnc3)ccc12 (configuration not stated)
 : -4%	-4	3	2%	-18%	2%	15	-2%	0%
14: COCC1CCCN(C(=O)c2ccc(OC3CCN(Cc4ccccn4)CC3)cc2)C1 (configuration not stated)
 : 16%	0	-18	-8%	-6%	-1%	13	18%	0%
15: Cc1ccccc1NC(=O)Cc1nc(COC(=O)C(NC(=O)c2ccccc2C)C(C)C)cs1 (configuration not stated)
 : 10%	5	-7	1%	-6%	17%	8	0%	1%
16: O=C(NCCc1ccccc1)C1(S(=O)(=O)c2ccc(Cl)cc2)CC1
 : 3%	-9	1	-4%	19%	8%	39	3%	13%
17: Cc1cc(C)nc(NS(=O)(=O)c2ccc(NC(=O)CSc3nc4ccccc4[nH]3)cc2)n1
 : 2%	-6	-10	-7%	10%	-5%	63	0%	-3%
18: O=C1Oc2ccccc2C(=O)/C1=C\N1CCN(c2ccccc2)CC1
 : ?	-21	?	-2%	9%	5%	10	0%	?
19: CC(=O)Nc1ccc(-c2ccc(NC(C)=O)c(O)c2)cc1O
 : 0%	-6	6	-16%	23%	-10%	5	1%	0%
20: COC(=O)c1ccccc1OCc1cccc(C)n1
 : 9%	1	6	-12%	4%	-2%	-11	3%	3%

An excerpt of these results, tab-delimited:
No.	compound	HT1080 IDH1KD tx	D3 ag	D3 antag	SW480 rereplic	KB-V1 cytotox	KB-3-1 cytotox	IL1B secr inh	GLP1R ag	HT1080NT lethal
6	COc1ccccc1NS(=O)(=O)c1ccc(Cl)c(NC(=O)C(C)N2C(=O)c3ccccc3C2=O)c1 (configuration not stated)	10%	8	11	-7%	8%	9%	24	-9%	17%
11	O=C(/C=C/c1ccccc1Cl)N(Cc1ccc(Cl)cc1)C1CCS(=O)(=O)C1 (configuration not stated)	?	8	4	-4%	?	-5%	-57*	12%	-26%

Next section:
Value order: HT1080 IDH1KD tx	D3 ag	D3 antag	SW480 rereplic	KB-V1 cytotox	KB-3-1 cytotox	IL1B secr inh	GLP1R ag	HT1080NT lethal
21: CCOc1ccc(CNC(=O)C2CCN(S(=O)(=O)N3CCCC3)CC2)cc1OC
 : -3%	0	11	3%	-14%	-1%	16	6%	2%
22: CCN(c1ccccc1)S(=O)(=O)c1ccc(OC)c(NC(=O)Cc2ccc(OC)c(OC)c2)c1
 : -8%	8	33	-21%	-19%	-2%	-9	-2%	0%
23: Cc1ccc2oc(=O)c3cc(C(=O)NCCN4CCc5ccccc5C4)sc3c2c1
 : -4%	-12	?	2%	1%	3%	-28	-1%	-3%
24: Cc1ccc(C(c2c(C)[nH][nH]c2=O)c2c(C)[nH][nH]c2=O)cc1[N+](=O)[O-]
 : 16%	-4	6	-2%	6%	-2%	9	-27%	15%
25: COc1ccc(-c2cc(C(=O)OCC(=O)NC3CC3)c3ccccc3n2)cc1
 : -2%	-8	8	3%	-17%	-9%	26	17%	2%
26: Cc1cc2c(cc(C(=O)OCC(=O)NC3CCCCC3)n2C)o1
 : -15%	6	-6	?	?	-2%	-19	9%	-19%
27: O=C(NCc1ccc(C(F)(F)F)cc1)C1CC(c2c(Cl)cccc2Cl)=NO1 (configuration not stated)
 : -2%	0	-25	-10%	19%	0%	?	19%	-19%
28: Cc1ccc(N2CC(C(=O)N3CCC(C(=O)NC(C)(C)C)CC3)CC2=O)cc1 (configuration not stated)
 : -6%	1	-18	9%	-1%	-1%	-11	8%	-4%
29: CC1CN(C2CCN(C(=O)COc3ccc(Cl)cc3)CC2)CC(C)O1 (configuration not stated)
 : 1%	-2	-5	-3%	0%	0%	14	0%	0%
30: CC(=O)Nc1ccc(NC(=S)NC(=O)/C=C/c2ccc(Cl)cc2)cc1
 : -6%	2	14	-127%[inhibitor]	1%	23%	-23	-4%	16%
31: Nc1nc2c(nc(SCc3ccccc3Br)n2[C@@H]2O[C@H](CO)[C@@H](O)[C@H]2O)c(=O)[nH]1
 : 5%	5	2	-1%	?	15%	27	9%	17%
32: CCCCCc1nnc(NC(=O)C(=O)OCC)s1
 : 7%	13	18	-8%	1%	13%	10	-10%	13%
33: Cc1cc(NC(=O)CCl)n(-c2nc3ccccc3s2)n1
 : -1%	1	-6	3%	-14%	-2%	6	1%	-3%
34: CCc1ccc(N2C(=O)C3NN=C(C(=O)OCc4ccccc4)C3C2=O)cc1 (configuration not stated)
 : 15%	-11	6	2%	3%	6%	12	3%	11%
35: CCCC(C(=O)O)n1c(O)c(C=C2N=c3ccccc3=N2)sc1=S (configuration not stated)
 : 3%	-2	-20	-8%	22%	2%	30	5%	0%
36: CC(C)Nc1ncnc2c1ncn2[C@H]1CN(Cc2cccnc2)C[C@@H](CO)O1
 : 7%	4	0	·	0%	0%	2	4%	16%
37: COc1cc(-c2nnc3n2CCCCC3)cc(OC)c1OC
 : 0%	1	17	2%	0%	-9%	-19	-5%	9%
38: COc1ccc(CCNC(=O)CSc2nn(-c3ccccc3)c(=S)s2)cc1OC
 : -1%	6	1	-5%	?	-16%	-14	0%	1%
39: O=C(NCCN1CCOCC1)c1cccs1
 : 10%	0	10	0%	0%	10%	8	-11%	12%
40: Cc1cnc(C(=O)OCc2csc(CC(=O)Nc3ccccc3C)n2)cn1
 : -2%	6	-4	-2%	0%	9%	-4	-4%	-1%

Quoted from the listing.
`O=C(NCc1ccc(C(F)(F)F)cc1)C1CC(c2c(Cl)cccc2Cl)=NO1` (configuration not stated) in KB-3-1 cytotox has 0%
`CCc1ccc(N2C(=O)C3NN=C(C(=O)OCc4ccccc4)C3C2=O)cc1` (configuration not stated) in KB-3-1 cytotox has 6%

Other entries
Value order: HT1080 IDH1KD tx	D3 ag	D3 antag	SW480 rereplic	KB-V1 cytotox	KB-3-1 cytotox	IL1B secr inh	GLP1R ag	HT1080NT lethal
41: CC(C)(O)C1CC[C@@](C)([C@@H]2CC[C@]3(C)[C@H]2[C@H](O)CC2[C@@]4(C)CCC(O)C(C)(C)C4C(OC4OC(CO)C(O)C(O)C4O[C@@H]4OCC(O)C(O)C4O)C[C@]23C)O1 (some centres not stated)
 : 8%	6	17	-7%	4%	0%	-4	6%	8%
42: CCOC(=O)[C@]12CCC=C1N(Cc1ccccc1)C(=O)[C@H](CC(=O)NCc1ccc(OC)c(OC)c1)C2
 : -12%	-4	0	·	?	7%	-3	2%	6%
43: COc1cc(C(=O)NCCOc2cc(C)ccc2C(C)C)cc(OC)c1OC
 : ?	10	24	?	16µM*	?	-63*	26%	?
44: CCN1CCC(N2CCN(c3ccc(F)cc3)CC2)CC1
 : 4%	2	11	-9%	11%	2%	-6	-3%	-4%
45: CC(C)CC(NC(=O)OC(C)(C)C)C(=O)NCc1ccccc1 (configuration not stated)
 : 19%	5	-14	11%	-5%	5%	-5	-1%	17%
46: CC(C)(C)C1(O)CC(C(F)(F)F)=NN1C(=O)Cc1ccc([N+](=O)[O-])cc1 (configuration not stated)
 : 0%	8	-3	13%	?	5%	1	18%	-11%
47: COc1cc(/C=N/NC(=S)Nc2cccnc2)cc(OC)c1O
 : 3%	1	-16	-4%	5%	3%	-17	26%	17%
48: C=CCOC(=O)C1=C[C@H](c2ccc(C(F)(F)F)cc2)C[C@H](OCCCCO)O1
 : 1%	2	1	-19%	17%	0%	-19	13%	-10%
49: C=CCc1cccc(C2Nc3ccccc3C(=O)N2O)c1O (configuration not stated)
 : -26%	0	20	-3%[9.22 µM]	?	?	-6	-6%	?
50: C=CCn1nc(-c2ccccc2)c2c(C)onc2c1=O
 : 0%	4	8	-9%	9%	8%	-12	3%	27%
51: O=C(Nc1ccc(Cl)c([N+](=O)[O-])c1)c1ccc2c(c1)OCCO2
 : -24%	-2	11	12%	13µM*	20%	-16	5%	-4%

Source: PubChem (National Center for Advancing Translational Sciences (NCATS))
